Assay outcomes deposited in PubChem by Broad Institute.
LGR2 antag: inhibitors of bursicon-induced LGR2 CRE-luciferase signal, primary screen, cell-based, HEK293, CRE-luciferase reporter, bursicon stimulation | AID 720647, 2013 | inhibition, % at 9.99 µM | bursicon-stimulated, 4 h | actives 0.35% (n = 380,000) | Drosophila bursicon receptor LGR2 (rickets);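 active = drop in luminescence signal, shown as inhibition above about 50% in the replicate tests, limit read from the data, passing the limit was not always enough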;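 also: agonist challenge used bursicon conditioned medium at about half maximal strength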
ARNT TACC3 PPI: disruptors of ARNT/TACC3 protein interaction, primary screen, biochemical, AlphaScreen, single concentration; actives 0.66% (n = 390,000); inhibition, % at 9.99 µM; AlphaScreen His-ARNT PAS-B/GST-TACC3 binding, luminescence; TACC3 fragment carries E629A point mutation; AID 623870, 2012; Transforming acidic coiled-coil-containing protein 3 (Homo sapiens), Q9Y6A5;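 active = mean inhibition of replicates at least 50% and at least half of replicates each reaching 50%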;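 also: 0% = complete ARNT plus TACC3 wells and 100% = ARNT alone without TACC3; many hits fall short of the cut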
* hit, by the source's call; & = joins results of further samples. An excerpt; rates above refer to the full screens.

Preview, 2 compounds:
Results for O=c1oc2c(CN3CCOCC3)c(O)c(Cl)cc2c2c1CCC2 ?
LGR2 antag: -34; ARNT TACC3 PPI: -4

What do the screens show for `CC1(C)CC(=O)C2=C(C1)OC(N)=C(C#N)C21C(=O)N2CCCc3cccc1c32` (stereo unspecified)?
LGR2 antag: 2; ARNT TACC3 PPI: 0

The listing, repeating the preview:
Results for O=c1oc2c(CN3CCOCC3)c(O)c(Cl)cc2c2c1CCC2 ?
LGR2 antag: -34; ARNT TACC3 PPI: -4

What do the screens show for `CC1(C)CC(=O)C2=C(C1)OC(N)=C(C#N)C21C(=O)N2CCCc3cccc1c32` (stereo unspecified)?
LGR2 antag: 2; ARNT TACC3 PPI: 0

How did O=C(O)c1cc(-c2ccccc2)c(N2CCOCC2)s1 do in these assays?
LGR2 antag: 2; ARNT TACC3 PPI: -15

How did CC(=O)OC[C@H]1O[C@@H](Sc2cccc3cccnc23)[C@H](OC(C)=O)[C@@H](OC(C)=O)[C@@H]1OC(C)=O do in these assays?
LGR2 antag: 8; ARNT TACC3 PPI: 10

How did CC(=O)ON1C(C)(C)Cc2noc(N)c2C1(C)C do in these assays?
LGR2 antag: 44; ARNT TACC3 PPI: -5

Results for CCOC(=O)C1CCCN(c2ncnc3c2cnn3-c2ccc(OC)cc2)C1 (stereo unspecified) ?
LGR2 antag: -38; ARNT TACC3 PPI: 1

How did COc1ccc(CN(C(=S)Nc2ccccc2)C2CC(=O)N(c3ccc(F)cc3)C2=O)cc1 (stereo unspecified) do in these assays?
LGR2 antag: -25; ARNT TACC3 PPI: 1

How did Cc1ccc(C2NC(=O)NC3=C2CCc2ccccc23)cc1 (stereo unspecified) do in these assays?
LGR2 antag: -12; ARNT TACC3 PPI: 1

How did O=C(CN1C(=O)C2(OCCCO2)c2ccccc21)NCCc1ccccc1 do in these assays?
LGR2 antag: 12; ARNT TACC3 PPI: 1

What do the screens show for `COc1ccccc1-c1noc(-c2ccco2)n1`?
LGR2 antag: 10; ARNT TACC3 PPI: 29

Results for O=C1c2cccc3c([N+](=O)[O-])ccc(c23)C(=O)N1c1ccc(Cl)cn1 ?
LGR2 antag: 7; ARNT TACC3 PPI: 3

Results for CCOC(=O)c1c(C)n(-c2ccc(C)cc2)c2c(C(C(C)=O)C(=O)O)c(Br)c(O)c(O)c12 (stereo unspecified) ?
LGR2 antag: 2; ARNT TACC3 PPI: 0

Results for COc1ccc2ccccc2c1CN1CCN(Cc2ccccc2)CC1 ?
LGR2 antag: 6; ARNT TACC3 PPI: 5

Results for CCn1c(SCC(=O)Nc2ccc(S(N)(=O)=O)cc2)nnc1-c1ccccc1OC ?
LGR2 antag: 4; ARNT TACC3 PPI: -3

What do the screens show for `Cc1cc(C)n2c3c(c(C#N)c2n1)CC(C)(C)OC3`?
LGR2 antag: -24; ARNT TACC3 PPI: -2

How did COc1ccc(N2CCN(C(=O)CNC(=O)c3ccc(C(C)(C)C)cc3)CC2)cc1 do in these assays?
LGR2 antag: -3; ARNT TACC3 PPI: -37

What do the screens show for `Cc1ccc(S(=O)(=O)NNC(=O)CCC(=O)Nc2ccccc2)cc1`?
LGR2 antag: -14; ARNT TACC3 PPI: -6

Results for CCn1c(CCn2ccnc2C)n[nH]c1=S ?
LGR2 antag: 23; ARNT TACC3 PPI: -1

What do the screens show for `Cc1c(C(N)=O)sc2ncn(CC(=O)N3CCC(C)CC3)c(=O)c12`?
LGR2 antag: -8; ARNT TACC3 PPI: 2

What do the screens show for `COC(=O)c1ccc(C(=O)OC)c(NC(=O)CN2CCN(c3ccc(OC)cc3)CC2)c1`?
LGR2 antag: 10; ARNT TACC3 PPI: -3

Results for Nc1nonc1-c1nc2ccccc2n1CC(=O)NC1CCCC1 ?
LGR2 antag: 2; ARNT TACC3 PPI: -3

Results for CCn1ncc(C2=NOC(C(=O)NCc3ccc(OC)cc3)C2)c1C (stereo unspecified) ?
LGR2 antag: 20; ARNT TACC3 PPI: -4

How did COc1ccc(-c2nnn(CC(=O)c3c[nH]c4ccccc34)n2)cc1OC do in these assays?
LGR2 antag: -2; ARNT TACC3 PPI: -16

What do the screens show for `O=C1C2CC=CCC2C(=O)N1c1n[nH]c(CCc2ccccc2)n1` (stereo unspecified)?
LGR2 antag: -6; ARNT TACC3 PPI: -9

Results for CCN(CC)C(=O)C1CCCN(C/C=C/c2ccccc2)C1 (stereo unspecified) ?
LGR2 antag: 8; ARNT TACC3 PPI: 4

How did COc1ccc(C2OC(=O)CC2C(=O)NC(C)C)cc1 (stereo unspecified) do in these assays?
LGR2 antag: -11; ARNT TACC3 PPI: 2

How did COCCN(CC(=O)NCc1ccc(OC)cc1)C(=O)CCC(=O)Nc1nccs1 do in these assays?
LGR2 antag: 9; ARNT TACC3 PPI: -3

How did O=C1C/C(=C/NCc2ccccc2)C(=O)N1 do in these assays?
LGR2 antag: 10; ARNT TACC3 PPI: 0

What do the screens show for `CS(=O)(=O)N(CC(N)=O)c1ccc(F)c(Cl)c1`?
LGR2 antag: -2; ARNT TACC3 PPI: 0

How did C=CCc1ccc(OCCOc2ccc(/C=N/n3cnnc3)cc2OCC)c(OC)c1 do in these assays?
LGR2 antag: -3; ARNT TACC3 PPI: 10

Quoted at random: five records from the list, in no set order.
How did COCCN(CC(=O)NCc1ccc(OC)cc1)C(=O)CCC(=O)Nc1nccs1 do in these assays?
LGR2 antag: 9; ARNT TACC3 PPI: -3

Results for CCn1c(CCn2ccnc2C)n[nH]c1=S ?
LGR2 antag: 23; ARNT TACC3 PPI: -1

Results for CCn1ncc(C2=NOC(C(=O)NCc3ccc(OC)cc3)C2)c1C (stereo unspecified) ?
LGR2 antag: 20; ARNT TACC3 PPI: -4

Results for CCN(CC)C(=O)C1CCCN(C/C=C/c2ccccc2)C1 (stereo unspecified) ?
LGR2 antag: 8; ARNT TACC3 PPI: 4

How did C=CCc1ccc(OCCOc2ccc(/C=N/n3cnnc3)cc2OCC)c(OC)c1 do in these assays?
LGR2 antag: -3; ARNT TACC3 PPI: 10

(list continues)
Results for CCCCNC(C(=O)Nc1ccc(Cl)c([N+](=O)[O-])c1)c1ccccc1 (stereo unspecified) ?
LGR2 antag: 6; ARNT TACC3 PPI: -1

What do the screens show for `CCOC(=O)C1=C(O)/C(=C/N(C)C)N=C1C`?
LGR2 antag: -3; ARNT TACC3 PPI: -6

Results for Cc1cccc(-c2noc(CCC(=O)Nc3ccccc3)n2)c1 ?
LGR2 antag: 1; ARNT TACC3 PPI: -3

What do the screens show for `O=C1/C(=N\O)Cc2ccccc21`?
LGR2 antag: -2; ARNT TACC3 PPI: -2

What do the screens show for `CCOC(=O)c1cnn(-c2nc(-c3ccccc3)nc3c2COC(C)(C)C3)c1N`?
LGR2 antag: 0; ARNT TACC3 PPI: 15

What do the screens show for `CCC(Sc1nc2ccccc2o1)C(=O)Nc1nnc(C)s1` (stereo unspecified)?
LGR2 antag: 4; ARNT TACC3 PPI: 0

How did Cc1ccc(OCc2nnc(SCC(=O)c3cccc([N+](=O)[O-])c3)n2C)cc1 do in these assays?
LGR2 antag: -2; ARNT TACC3 PPI: -2

What do the screens show for `COc1ccc(CNC(=O)c2ccc(NC(=O)CC3SC(N4CCCCC4)=NC3=O)cc2)cc1` (stereo unspecified)?
LGR2 antag: -7; ARNT TACC3 PPI: 3

Results for c1ccc2[nH]c(CSc3ncnc4c3oc3ccccc34)nc2c1 ?
LGR2 antag: -21; ARNT TACC3 PPI: -93

What do the screens show for `Cc1cccc(-c2noc(Cc3ccccc3)n2)c1`?
LGR2 antag: -100; ARNT TACC3 PPI: -5

What do the screens show for `COc1ccc(-n2nc(C(=O)Nc3ccc4c(c3)OCO4)c3ccccc3c2=O)cc1`?
LGR2 antag: -7; ARNT TACC3 PPI: -12

Results for COc1ccc(C2C(C(C)=O)=C(O)C(=O)N2c2nccs2)cc1 (stereo unspecified) ?
LGR2 antag: 22; ARNT TACC3 PPI: -3

What do the screens show for `O=C(c1cc2c(=O)n3ccccc3nc2s1)N1CCOCC1`?
LGR2 antag: -20; ARNT TACC3 PPI: 0

How did CCN(CC)CCn1c(NCc2nc3ccccc3n2Cc2ccccc2)nc2ccccc21 do in these assays?
LGR2 antag: 9; ARNT TACC3 PPI: 10

How did O=C(O)c1cc(-c2ccco2)nc2ccc(Br)cc12 do in these assays?
LGR2 antag: 12; ARNT TACC3 PPI: 1&-21

Results for COc1ccc(/C=N/n2c(SC)nnc(C(C)(C)C)c2=O)cc1 ?
LGR2 antag: -12; ARNT TACC3 PPI: 1

Results for O=C(O)c1ccc(CS(=O)(=O)c2cccc(C(F)(F)F)c2)o1 ?
LGR2 antag: -61; ARNT TACC3 PPI: 5

What do the screens show for `COc1cccc(N(C(=O)Cn2nnc3ccccc32)C(C(=O)NCc2ccco2)c2cccnc2)c1` (stereo unspecified)?
LGR2 antag: 30; ARNT TACC3 PPI: -1

Results for CCCCOCP(=O)(CC)COCCCC ?
LGR2 antag: 1; ARNT TACC3 PPI: -9

What do the screens show for `CCCNC(=O)CN(c1ccc(F)c(Cl)c1)S(C)(=O)=O`?
LGR2 antag: 9; ARNT TACC3 PPI: -7

Results for Cc1cccc(NC(=O)c2cc(NC(=O)c3ccco3)ccc2Cl)n1 ?
LGR2 antag: -12; ARNT TACC3 PPI: -15

What do the screens show for `CCOC(=O)/C(C#N)=C1/C=C(C)NC(c2ccccc2O)=N1`?
LGR2 antag: 14; ARNT TACC3 PPI: -4

Results for COc1ccc(OC(C)=O)c(C2c3cc(OC)c(OC)cc3CCN2C(C)=O)c1 (stereo unspecified) ?
LGR2 antag: -17; ARNT TACC3 PPI: 0

How did CC(=NCCCN(C)C)C1=C(O)c2ccccc2C1=O do in these assays?
LGR2 antag: -6; ARNT TACC3 PPI: 24

Results for CCCn1c(/C=C/c2ccccc2)nc2ccccc21 ?
LGR2 antag: -39; ARNT TACC3 PPI: 19

What do the screens show for `COC(=O)c1ccccc1NC(=O)c1c(Br)cnn1C`?
LGR2 antag: -1; ARNT TACC3 PPI: -7

Results for COc1ccc(OC)c(C2CC(=O)C(C)C(c3cc(OC)ccc3OC)N2)c1 (stereo unspecified) ?
LGR2 antag: -3; ARNT TACC3 PPI: -2

What do the screens show for `Cc1nc2ccccc2nc(C)c1=NOCc1ccc(Cl)cc1Cl`?
LGR2 antag: 1; ARNT TACC3 PPI: -9

How did COC(=O)c1cc(Cl)c(NC(=O)c2cc(OC)c(OC)c(OC)c2)cc1OC do in these assays?
LGR2 antag: -1; ARNT TACC3 PPI: 1

What do the screens show for `O=C(CN1C(=O)c2ccccc2C1=O)NN1C(=O)c2ccccc2C1=O`?
LGR2 antag: 16; ARNT TACC3 PPI: 20

How did Cc1cc(C)cc(NC(=O)CC2NCCNC2=O)c1 (stereo unspecified) do in these assays?
LGR2 antag: 1; ARNT TACC3 PPI: 0

How did O=C(CN(CCN1CCOCC1)C(=O)Cn1nnc(-c2ccc(F)cc2)n1)NC1CCCCC1 do in these assays?
LGR2 antag: -21; ARNT TACC3 PPI: -15

How did C=CCOc1c(Br)cc(CNc2ccc(NC(=O)C(C)C)c(OC)c2)cc1OC do in these assays?
LGR2 antag: 33; ARNT TACC3 PPI: 17

How did CCC(C)N(C(=O)COC(=O)c1[nH]c(C)c(C(C)=O)c1C)C1CCS(=O)(=O)C1 (stereo unspecified) do in these assays?
LGR2 antag: -12; ARNT TACC3 PPI: -1

Results for O=C(O)C1C2C=CC3(CN(c4cccc(C(F)(F)F)c4)C(=O)C13)O2 (stereo unspecified) ?
LGR2 antag: 11; ARNT TACC3 PPI: -4

Results for Cc1ccc(NC(=O)CCC(=O)NNC(=O)c2ccco2)cc1C ?
LGR2 antag: 9; ARNT TACC3 PPI: -8

Results for CCn1nnnc1SCCSc1nnnn1CC ?
LGR2 antag: 6; ARNT TACC3 PPI: -5

How did O=C(NCSc1ccncn1)c1ccccc1 do in these assays?
LGR2 antag: 8; ARNT TACC3 PPI: -3

What do the screens show for `CN(C)S(=O)(=O)c1ccc(Cl)c(NC(=O)CSc2nc3ccccc3c(=O)n2CCCN2CCOCC2)c1`?
LGR2 antag: -12; ARNT TACC3 PPI: -1

What do the screens show for `Cc1cc(C(=O)CN2C(=O)NC3(CCCc4ccccc43)C2=O)c(C)n1C` (stereo unspecified)?
LGR2 antag: 8; ARNT TACC3 PPI: -4

Results for O=S(=O)(N1CCCCC1)N1CCN(CC(O)COc2ccc3cc(Br)ccc3c2)CC1 (stereo unspecified) ?
LGR2 antag: 31; ARNT TACC3 PPI: -4

How did Cc1cc(=O)oc(C)c1C(=O)NCCCN1C(C)CCCC1C (stereo unspecified) do in these assays?
LGR2 antag: 24; ARNT TACC3 PPI: 3

What do the screens show for `CCN1CCN(C(c2cc3cc4c(cc3[nH]c2=O)OCO4)c2nnnn2C(C)(C)CC)CC1` (stereo unspecified)?
LGR2 antag: 11; ARNT TACC3 PPI: -10

Results for CCOC(=O)c1cnn(-c2nc(-c3ccccc3)cs2)c1C(F)(F)F ?
LGR2 antag: -1; ARNT TACC3 PPI: -6

What do the screens show for `CS(=O)(=O)N(CC(=O)NCc1ccco1)Cc1ccc(Cl)cc1`?
LGR2 antag: -5; ARNT TACC3 PPI: 1

What do the screens show for `COC(=O)CCS(=O)(=O)c1ccc(Cl)cc1`?
LGR2 antag: -4; ARNT TACC3 PPI: 1
